High-throughput results from PubChem BioAssay.
NS5 inhibitors: Dengue-2 NS5 methyltransferase inhibitors, primary screen, biochemical, confirmation dose response (AID 588689). Genome polyprotein (Dengue virus type 2 (strain 16681-PDK53)). Dengue-2 NS5 methyltransferase capping enzyme assay, biochemical; higher % means a stronger effect. inhibition, % at 25 µM; hits with a dose series show IC50 in µM. 340,000 tested, 0.3% active; in the data active means a potency from the dose series; inconclusive means inhibition above about 29% without an active follow-up result
UTI89 phage lysis: inhibition of K1F phage lysis, E. coli UTI89, bacterial capsule biogenesis inhibitors, alamar blue (AID 488966); E. coli UTI89 K1F phage lysis, alamar blue, 2 h; higher % means a stronger effect; inhibition, % at 100 µM; hits with a dose series show IC50 in µM; 340,000 tested, 0.02% active;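 active means phage lysis inhibition, versus mean bacterial control, above a set limit; inconclusive means no clear call, values can overlap the other calls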;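 further: capsule biogenesis inhibitors block K1F phage lysis so surviving cells raise fluorescence; higher fluorescence means more inhibition of phage lysis; actives were called in the ten point dose series up to 300 µM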
West Nile antiviral: West Nile virus antiviral activity, cell-based, CPE readout (AID 1621); CPE inhibition, % at 10 µM; hits with a dose series show IC50 in µM; 290,000 tested, 0.02% active; West Nile virus-infected cells, CPE inhibition; higher % means a stronger effect; in the data active means a potency from the dose series; inconclusive means CPE inhibition mostly from about 3.7% at the one dose, without a potency; inactive means the rest, 99 in 100 with CPE inhibition below about 2.2%; further: strong numbers were not always called active
Yfh1-off respiration: enhancers of respiration in Yfh1-depleted yeast, dose response, Friedreich's ataxia, plus single-dose screen (AID 1465). 220,000 tested, 0.074% active. fold induction at 50 µM; hits with a dose series show EC50 in µM. S. cerevisiae Yfh1-off respiration, WST-1 reduction, 72 h; higher fold induction means a stronger effect;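 active means fold induction of absorbance versus untreated yeast above a set limit, then at least 30% activation at any dose in follow-up; inconclusive means repeats straddling the limit, or above it without dose testing; inactive means fold induction below the set limit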;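 further: activators that raise dye reduction in frataxin-depleted yeast; strong numbers were not always called active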
ER stress rescue: rescue of cells from ER stress-induced death, primary screen, 384-well, CSM14.1, thapsigargin, ATP luminescence (AID 1222) | CSM14.1 thapsigargin-induced death rescue, ATP luminescence; higher % means a stronger effect | cellular ATP content (survival), % at 20 µM; hits with a dose series show EC50 in µM | 190,000 tested, under 10 active;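 active means EC50 below 50 µM in the dose-response confirmation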;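 further: death triggered by thapsigargin at about 15 µM added after 2 h compound pretreatment; cell ATP read after overnight thapsigargin exposure of roughly 18 to 22 hours; normalized against plate controls of thapsigargin alone and 5% DMSO vehicle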
RSV CPE inhibition: RSV antiviral activity via CPE protection, HEp-2 cells, primary 10 µM value included (AID 2391) | HEp-2 cells, RSV-induced CPE inhibition; higher % means a stronger effect | one-dose CPE inhibition, % at 10 µM; IC50 in µM for titrated hits | 310,000 tested, 0.13% active; in the data active means a potency from the dose series; inconclusive means CPE inhibition mostly from about 23% at the one dose, without a potency; inactive means the rest, 99 in 100 with CPE inhibition below about 21%; further: strong numbers were not always called active
XIAP antagonists: XIAP antagonists, biochemical, IAP family, fluorescence polarization (AID 1018). E3 ubiquitin-protein ligase XIAP (Homo sapiens). XIAP BIR domain, fluorescence polarization peptide displacement; higher % means a stronger effect. one-dose displacement, % at 20 µM; IC50 in µM for titrated hits. 200,000 tested, 0.007% active; in the data active means displacement above about 50%; further: a part of the inactive calls stands beside numbers as strong as those of hits
WT yeast gro inh: growth inhibition of WT strain, primary screen, mitochondrial fusion inhibitor project, WT and mutant strains, chemical genetic; mitochondrial fusion phenotypic screen; inhibition, % at 10 µM; 190,000 tested, 2.1% active; AID 1362, 2008; in the data active means inhibition above about 58%; tested in S. cerevisiae
Large T inhibition: SV40 large T antigen inhibitors, biochemical (AID 1903); inhibition, % at 20 µM; hits with a dose series show IC50 in µM; 310,000 tested, 0.39% active; SV40 large T antigen ATPase/helicase inhibition assay; higher % means a stronger effect; in the data active means a potency from the dose series; inconclusive means inhibition mostly from about 32% at the one dose, without a potency; inactive means the rest, 99 in 100 with inhibition below about 32%; further: strong numbers were not always called active
WT yeast gro inh mutant strain: further read-out of WT yeast gro inh, marked with its call; inhibition, %; mitochondrial fusion phenotypic screen, mutant strain inhibition
NS5 inhibitors pilot replicate: further read-out of NS5 inhibitors, marked with its call; inhibition, %; measured here: pilot screen replicate inhibition
Numbers without * were called inactive; [ ] = another dose, or the depositor's remark.

How did COc1ccc(CCNC(=O)/C=C/c2ccc(C)cc2)cc1OC do in these assays?
NS5 inhibitors: -4%; UTI89 phage lysis: 1.4%; West Nile antiviral: -1.4%; Yfh1-off respiration: inactive; ER stress rescue: 0.3%; RSV CPE inhibition: 3.6%; XIAP antagonists: 0.5%; WT yeast gro inh: -7; Large T inhibition: -1%; WT yeast gro inh mutant strain: 6

Results for Cc1cc(C)c(C#N)c(Nc2ccccc2Cl)n1 ?
NS5 inhibitors: -6%; UTI89 phage lysis: 1.8%; West Nile antiviral: 0.0%; Yfh1-off respiration: inactive; ER stress rescue: 0.5%; RSV CPE inhibition: 5.6%; XIAP antagonists: -2.0%; WT yeast gro inh: -11; Large T inhibition: -3%; WT yeast gro inh mutant strain: -1

Results for Cc1ncccc1C(=O)N1CCCC(CNC(=O)c2ccc(-c3ccccc3)cc2)C1 (stereo not drawn) ?
NS5 inhibitors: -5%; UTI89 phage lysis: 0.1%; West Nile antiviral: -0.2%; Yfh1-off respiration: inactive; ER stress rescue: -0.5%; RSV CPE inhibition: 12%; XIAP antagonists: -10%; WT yeast gro inh: 6; Large T inhibition: 7%; WT yeast gro inh mutant strain: 7

How did COc1ccc(N2CCN(CCCNC(=O)CC3Oc4ccc(C)cc4NC3=O)CC2)cc1 (stereo not drawn) do in these assays?
NS5 inhibitors: 4%; UTI89 phage lysis: 7.0%; West Nile antiviral: -0.4%; Yfh1-off respiration: inactive; ER stress rescue: 4.4%; RSV CPE inhibition: -2.2%; XIAP antagonists: -6.0%; WT yeast gro inh: -16; Large T inhibition: 13%; WT yeast gro inh mutant strain: -1

What do the screens show for `CCOC(=O)C1=NN(c2ccc([N+](=O)[O-])cc2)CC1C(=O)OC` (stereo not drawn)?
NS5 inhibitors: 1%; UTI89 phage lysis: 0.4%[50 µM]; West Nile antiviral: -0.5%; Yfh1-off respiration: inactive; ER stress rescue: -2.7%; RSV CPE inhibition: 2.9%; XIAP antagonists: -5.8%; WT yeast gro inh: -4; Large T inhibition: 7%; WT yeast gro inh mutant strain: 8

What do the screens show for `COc1ccc(OCC(=O)N2CCN(c3nnc(-c4ccc(C)cc4)c4ccccc34)CC2)cc1`?
NS5 inhibitors: -7%; UTI89 phage lysis: 0.3%; West Nile antiviral: inconclusive; Yfh1-off respiration: inactive; Large T inhibition: 3%

Results for O=C(Nc1ccc2c(c1)nc1n2CCN(C2CCCCC2)C1)c1ccco1 ?
NS5 inhibitors: 3%; UTI89 phage lysis: 0.4%; West Nile antiviral: 0.4%; Yfh1-off respiration: inactive

What do the screens show for `CC1=C(OC(=O)c2ccccc2)C(C)(C)C(c2ccc(Br)cc2)OC1=O` (stereo not drawn)?
NS5 inhibitors: -13%; UTI89 phage lysis: 1.4%[50 µM]; West Nile antiviral: 0.3%; Yfh1-off respiration: inactive; ER stress rescue: 3.3%; RSV CPE inhibition: 5.0%; XIAP antagonists: -7.3%; WT yeast gro inh: 66*; Large T inhibition: 13%; WT yeast gro inh mutant strain: 42*

How did CC1Cc2cc(C3(O)C(=O)c4ccccc4C3=O)ccc2N1 (stereo not drawn) do in these assays?
NS5 inhibitors: -4%; UTI89 phage lysis: 0.8%; West Nile antiviral: -0.7%; Yfh1-off respiration: inactive; ER stress rescue: 2.1%; RSV CPE inhibition: -0.7%; XIAP antagonists: -2.3%; WT yeast gro inh: -6; Large T inhibition: 4%; WT yeast gro inh mutant strain: -43

Results for Cc1ccccc1NC(=O)CN(C)S(=O)(=O)c1cccc2cccnc12 ?
NS5 inhibitors: 1%; UTI89 phage lysis: -1.2%; West Nile antiviral: -0.7%; Yfh1-off respiration: inactive; ER stress rescue: -1.2%; RSV CPE inhibition: 1.8%; XIAP antagonists: -2.1%; WT yeast gro inh: 3; Large T inhibition: -2%; WT yeast gro inh mutant strain: -5

Results for CC(C)(C)NC(=O)CSc1nnc(C2CC2)n1Cc1ccccc1 ?
NS5 inhibitors: -5%; UTI89 phage lysis: 0.5%; West Nile antiviral: -0.9%; Yfh1-off respiration: inactive; ER stress rescue: 1.0%; RSV CPE inhibition: 0.4%; XIAP antagonists: -5.0%; WT yeast gro inh: -12; Large T inhibition: 1%; WT yeast gro inh mutant strain: 3

Results for O=C(COc1ccc(Cl)cc1Cl)NNC(=S)NCc1ccco1 ?
NS5 inhibitors: -1%; UTI89 phage lysis: 0.0%; West Nile antiviral: 0.5%; Yfh1-off respiration: inactive; ER stress rescue: -0.1%; RSV CPE inhibition: 8.0%; XIAP antagonists: -6.8%; WT yeast gro inh: 76*; Large T inhibition: 18%; WT yeast gro inh mutant strain: 34*

How did CC(C)NC(=S)NCc1cccnc1 do in these assays?
NS5 inhibitors: -1%; UTI89 phage lysis: 5.2%; West Nile antiviral: -0.3%; Yfh1-off respiration: inactive; ER stress rescue: -0.8%; RSV CPE inhibition: 2.0%; XIAP antagonists: -3.1%; WT yeast gro inh: -6; Large T inhibition: 2%; WT yeast gro inh mutant strain: 33

How did CCCCOC(=O)c1ccc(NC(=O)c2cnc3n(c2=O)CCS3)cc1 do in these assays?
NS5 inhibitors: 0%; UTI89 phage lysis: 2.2%; West Nile antiviral: 0.7%; Yfh1-off respiration: inactive; ER stress rescue: -0.3%; RSV CPE inhibition: 1.5%; XIAP antagonists: -0.4%; WT yeast gro inh: -13; Large T inhibition: 0%; WT yeast gro inh mutant strain: 20

Results for O=C(C1CCC(CNc2c(N3CCCCC3)c(=O)c2=O)CC1)N1CCCCC1 (stereo not drawn) ?
NS5 inhibitors: -4%; UTI89 phage lysis: -1.5%; West Nile antiviral: 0.1%; Yfh1-off respiration: inactive; ER stress rescue: -0.1%; RSV CPE inhibition: 0.6%; XIAP antagonists: 2.4%; WT yeast gro inh: 9; Large T inhibition: 0%; WT yeast gro inh mutant strain: -9

What do the screens show for `CCOc1ccc(C(=O)NC(C)CCc2ccccc2)cc1` (stereo not drawn)?
NS5 inhibitors: -2%; UTI89 phage lysis: 0.1%; West Nile antiviral: 0.1%; RSV CPE inhibition: -0.1%; Large T inhibition: -4%

Results for COc1cc(/C=C(\C#N)c2nc3ccccc3s2)ccc1OCC(=O)Nc1ccccc1 ?
NS5 inhibitors: 20%; UTI89 phage lysis: 2.6%[50 µM]; West Nile antiviral: 0.0%; Yfh1-off respiration: inactive; ER stress rescue: -1.1%; RSV CPE inhibition: 60%; XIAP antagonists: -1.6%; WT yeast gro inh: 0; Large T inhibition: 1%; WT yeast gro inh mutant strain: -25

How did COC(=O)c1ccc(NC(=S)Nc2ccccc2)cc1 do in these assays?
NS5 inhibitors: -4%; UTI89 phage lysis: 0.2%[50 µM]; West Nile antiviral: -0.1%; Yfh1-off respiration: inactive; ER stress rescue: -1.2%; RSV CPE inhibition: 5.9%; XIAP antagonists: 1.1%; WT yeast gro inh: -10; Large T inhibition: 2%; WT yeast gro inh mutant strain: -3

What do the screens show for `CCOc1ccc(NC(=O)CCN2CCCCC2)cc1`?
NS5 inhibitors: -4%; UTI89 phage lysis: -0.1%; West Nile antiviral: 0.7%; Yfh1-off respiration: inactive; ER stress rescue: 0.6%; RSV CPE inhibition: 0.9%; XIAP antagonists: -4.1%; WT yeast gro inh: 5; Large T inhibition: 10%; WT yeast gro inh mutant strain: 6

Results for COc1ccc(N=C2SC(CC(=O)Nc3ccccc3)C(=O)N2CCc2ccccn2)cc1 (stereo not drawn) ?
NS5 inhibitors: -4%; UTI89 phage lysis: 0.1%; West Nile antiviral: 0.1%; Yfh1-off respiration: inactive; ER stress rescue: -0.2%; RSV CPE inhibition: 6.8%; XIAP antagonists: -0.7%; WT yeast gro inh: 10; Large T inhibition: 4%; WT yeast gro inh mutant strain: -14

What do the screens show for `O=C1NCCCc2nonc21`?
NS5 inhibitors: -5%; UTI89 phage lysis: -0.3%[50 µM]; West Nile antiviral: 0.9%; Yfh1-off respiration: inactive; ER stress rescue: 2.3%; RSV CPE inhibition: -0.8%; XIAP antagonists: -5.3%; WT yeast gro inh: 13; Large T inhibition: 7%; WT yeast gro inh mutant strain: 47

Results for CCN(CC)CCN(C(=O)c1ccc(N2C(=O)CCC2=O)cc1)c1nc2cc3c(cc2s1)OCCO3 ?
NS5 inhibitors: 3%; UTI89 phage lysis: 0.1%; West Nile antiviral: -0.1%; Yfh1-off respiration: inactive; ER stress rescue: 0.3%; RSV CPE inhibition: -1.4%; XIAP antagonists: -7.4%; WT yeast gro inh: -3; Large T inhibition: 19%; WT yeast gro inh mutant strain: 4

What do the screens show for `Cc1ccnc(Sc2ccc([N+](=O)[O-])cc2[N+](=O)[O-])n1`?
NS5 inhibitors: 19%; UTI89 phage lysis: 0.4%; West Nile antiviral: inconclusive; Yfh1-off respiration: inactive; ER stress rescue: 0.0%; RSV CPE inhibition: -1.0%; XIAP antagonists: -8.8%; WT yeast gro inh: 14; Large T inhibition: 21%; WT yeast gro inh mutant strain: -41; NS5 inhibitors pilot replicate: -4.5

Results for CC(NC(=O)CNC(=O)c1ccco1)c1ccc(S(N)(=O)=O)cc1 (stereo not drawn) ?
NS5 inhibitors: -1%; UTI89 phage lysis: -0.1%; West Nile antiviral: 0.0%; RSV CPE inhibition: 0.9%; Large T inhibition: 9%

Results for Cc1cccc(NC(=O)CN2C(=O)C(C)Oc3ccccc32)n1 (stereo not drawn) ?
NS5 inhibitors: -10%; UTI89 phage lysis: -0.5%; West Nile antiviral: -0.1%; Yfh1-off respiration: inactive; ER stress rescue: -1.4%; RSV CPE inhibition: -0.1%; XIAP antagonists: -11%; WT yeast gro inh: -8; Large T inhibition: -14%; WT yeast gro inh mutant strain: -2

In the list so far, these contain a Cl atom:
Results for Cc1cc(C)c(C#N)c(Nc2ccccc2Cl)n1 ?
NS5 inhibitors: -6%; UTI89 phage lysis: 1.8%; West Nile antiviral: 0.0%; Yfh1-off respiration: inactive; ER stress rescue: 0.5%; RSV CPE inhibition: 5.6%; XIAP antagonists: -2.0%; WT yeast gro inh: -11; Large T inhibition: -3%; WT yeast gro inh mutant strain: -1

Results for O=C(COc1ccc(Cl)cc1Cl)NNC(=S)NCc1ccco1 ?
NS5 inhibitors: -1%; UTI89 phage lysis: 0.0%; West Nile antiviral: 0.5%; Yfh1-off respiration: inactive; ER stress rescue: -0.1%; RSV CPE inhibition: 8.0%; XIAP antagonists: -6.8%; WT yeast gro inh: 76*; Large T inhibition: 18%; WT yeast gro inh mutant strain: 34*
